# VLA-4 inh: inhibition in a human VLA-4 binding assay | P13612 | VLA-4 expressing cells, ligand binding flow cytometry | inhibition, % (about 7 µM as worked out from the volumes in the protocol) | 330,000 compounds, 0.2% hits | AID 2557; in the data active = inhibition above about 50%
# Target sequence (P13612 whole entry, looked up): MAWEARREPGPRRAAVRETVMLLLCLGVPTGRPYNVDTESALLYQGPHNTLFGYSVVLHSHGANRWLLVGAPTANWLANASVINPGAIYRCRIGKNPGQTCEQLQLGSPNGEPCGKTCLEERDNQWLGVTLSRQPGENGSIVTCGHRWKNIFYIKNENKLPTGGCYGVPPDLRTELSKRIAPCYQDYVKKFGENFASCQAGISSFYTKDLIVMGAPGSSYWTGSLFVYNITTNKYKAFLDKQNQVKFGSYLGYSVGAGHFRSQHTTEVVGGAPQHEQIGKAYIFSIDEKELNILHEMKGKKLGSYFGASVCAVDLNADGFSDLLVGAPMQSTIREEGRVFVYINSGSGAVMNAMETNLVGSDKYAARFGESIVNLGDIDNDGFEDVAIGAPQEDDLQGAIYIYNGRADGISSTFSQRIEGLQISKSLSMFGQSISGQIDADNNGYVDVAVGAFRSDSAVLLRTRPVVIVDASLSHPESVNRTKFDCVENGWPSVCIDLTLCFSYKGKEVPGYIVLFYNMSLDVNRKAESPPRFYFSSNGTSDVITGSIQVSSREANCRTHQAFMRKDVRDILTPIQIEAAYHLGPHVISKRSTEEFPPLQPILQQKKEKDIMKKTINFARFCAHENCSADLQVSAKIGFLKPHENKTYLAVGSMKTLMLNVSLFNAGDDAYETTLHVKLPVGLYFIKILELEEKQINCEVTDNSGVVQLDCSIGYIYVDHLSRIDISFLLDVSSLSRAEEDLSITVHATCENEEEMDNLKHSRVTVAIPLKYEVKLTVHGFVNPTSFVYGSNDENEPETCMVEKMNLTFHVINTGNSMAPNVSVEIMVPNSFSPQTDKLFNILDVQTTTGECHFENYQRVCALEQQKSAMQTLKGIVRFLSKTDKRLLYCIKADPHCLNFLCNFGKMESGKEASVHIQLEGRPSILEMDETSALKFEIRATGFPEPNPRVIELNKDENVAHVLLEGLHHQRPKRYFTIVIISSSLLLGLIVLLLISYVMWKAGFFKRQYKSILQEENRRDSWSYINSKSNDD
# GRK2 inh: human GRK2 inhibition via aptamer displacement. inhibition of aptamer binding, % at 10 µM. P25098. 330,000 compounds, 0.59% hits. bead flow cytometry, FAM-aptamer displacement from GRK2;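 active = inhibition of aptamer binding above 40%, roughly 3 SD of noise, on plates passing a quality check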;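 also: median bead fluorescence of bound FAM aptamer so fluorescent compounds give negative values; no value below 0 was filed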
# AGP1 TOR yeast: yeast TOR pathway AGP1-GFP modulation; GFP response vs DMSO, % at 10 µM; 320,000 compounds, 0.02% hits; AID 2066; S. cerevisiae AGP1-GFP multiplex flow cytometry, 3 h; GFP as percent of DMSO wells;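 active = GFP response relative to DMSO above a set limit, near screen average plus 3 SD, cut at about 150% in these data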;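 also: median GFP channel fluorescence of the gated AGP1 strain per well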
# LAP4-GFP MLPCN: alters LAP4-GFP fluorescence in TOR pathway yeast screen | S. cerevisiae LAP4-GFP multiplex, flow cytometry GFP, 3 h; median GFP as percent of DMSO wells | GFP response vs DMSO, % at 10 µM | 320,000 compounds, 0.34% hits;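 active = GFP response vs DMSO above a set limit, about the screen mean plus 3 SD, cut at about 150% in these data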
# RPL19A TOR yeast: yeast TOR pathway RPL19A-GFP modulation | S. cerevisiae RPL19A-GFP strain, flow cytometry, 3 h; active compounds read low | percent response vs DMSO, % at 10 µM | 330,000 compounds, 0.3% hits;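 active = percent response vs DMSO below 50%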;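 also: median channel GFP fluorescence of the barcoded RPL19A-GFP strain; ratio of sample median GFP to plate DMSO average so 100% = DMSO; lower means less RPL19A-GFP as with rapamycin TOR inhibition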
# MEP2-GFP yeast: modulators of TOR pathway MEP2-GFP in S. cerevisiae | S. cerevisiae MEP2-GFP strain, flow cytometry GFP, 3 h; 100% = DMSO control level | 330,000 compounds, 0.51% hits | AID 2016 | GFP response vs DMSO, % at 10 µM;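 active = GFP response versus DMSO above a set limit, roughly screen mean plus 3 SD, cut at about 180% in these data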;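 also: median GFP fluorescence of the barcode-gated MEP2-GFP cells per well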
# GASC-1 inh: human JMJD2C demethylase inhibition; GST-JMJD2C(1-420) H3K9me3 demethylation, DELFIA europium; 330,000 compounds, 0.069% hits; Q9H3R0; inhibition, % at 2.35 µM; AID 2099;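 active = more than half of a compound's replicate wells show inhibition beyond 50%, single wells judged on their own value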;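 also: signal counts dimethyl H3K9 product captured on neutravidin plate; 0% = median of DMSO wells and 100% = 0.3 times that DMSO median; strong numbers were not always called active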
# CIT2 TOR yeast: alters CIT2-GFP fluorescence in TOR pathway yeast screen; S. cerevisiae CIT2-GFP strain, flow cytometry, 3 h; 100 means same as DMSO wells; AID 2029; 320,000 compounds, 0.065% hits; GFP response vs DMSO, % at 10 µM;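 active = GFP response relative to DMSO above a set limit, near the screen mean plus 3 SD, cut at about 150% in these data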;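 also: ratio of well median GFP fluorescence to mean of DMSO wells on the plate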
# Active calls of the source: *; . = no result given.
SMILES,VLA-4 inh,GRK2 inh,AGP1 TOR yeast,LAP4-GFP MLPCN,RPL19A TOR yeast,MEP2-GFP yeast,GASC-1 inh,CIT2 TOR yeast
O=C(c1cccc(C(F)(F)F)c1)C1CCCN(C(=O)c2cc(C3CC3)[nH]n2)C1 (centres undefined),12,0,103,95,100,94,-5,100
Cc1noc(C)c1S(=O)(=O)N(C)C[C@H]1Oc2ccc(NS(=O)(=O)c3ccc(F)cc3)cc2C(=O)N([C@H](C)CO)C[C@@H]1C,38,0,92,85,91,92,-3,90
Cc1ccccc1OCC(=O)NNC(=O)CCN1C(=O)c2ccccc2C1=O,22,1,76,93,94,96,27,63
CN(CCO)c1nc2c(c(=O)n(Cc3ccc(Cl)cc3)c(=O)n2C)n1C,-5,4,104,101,99,99,-9,97
Cc1cc(C(=O)Nc2c(C)cccc2C)n(-c2ccccc2)n1,-6,0,103,97,97,101,3,99
CC(=O)c1ccc(NS(=O)(=O)c2cccc(C)c2)cc1,-19,0,101,104,102,102,5,98
Cc1cccc(-n2ncc3c(=O)[nH]c(SCC(=O)N4CC(=O)Nc5ccccc54)nc32)c1,3,5,102,102,102,94,-6,99
CCN1CCCC1CNS(=O)(=O)c1cc(Br)cc2c1N(C(=O)C1CC1)CC2 (centres undefined),-196,8,101,100,100,95,1,89
O=C(COc1ccccc1Br)NCc1ccco1,1,5,105,106,103,108,3,100
COc1cccc(CN2CCN(C3CSCCSC3)CC2CCO)c1 (centres undefined),-6,1,105,104,101,96,-4,95
COC(=O)C1=CN(Cc2ccc(OC)c(OC)c2)C=C(C(=O)OC)C1c1cccc(F)c1,-20,2,99,99,98,102,-2,100
CCOc1ccccc1CN1CCN(C2CCN(c3ccccc3F)CC2)CC1CCO (centres undefined),30,0,100,95,101,102,-7,102
O=C(c1ccc2c(c1)OCO2)N1CCN(c2ccccn2)CC1,16,3,95,87,100,101,-4,96
O=C(c1ccc2c(c1)N(Cc1ccccc1)C(=O)c1ccccc1S2)N1CCCC1,-7,0,102,103,100,102,-5,108
Nc1ccc(C(=O)OCC(=O)Nc2ccc3c(c2)OCO3)cc1[N+](=O)[O-],-27,6,103,103,103,115,-2,101
CN(C)S(=O)(=O)c1cccc(C(=O)Nc2cc3c(cc2C(=O)O)OCCCO3)c1,9,0,105,98,106,111,0,107
NC(N)=NCC(O)CN(c1ccccc1)c1ccccc1 (centres undefined),23,0,99,108,99,102,.,103
O=C(O)CN1C(=O)c2cccc(Oc3ccc(Cl)cc3)c2C1=O,5,5,101,91,98,100,85,105
CCOCC(=O)N1CCC(Cc2ccccc2)CC1,-8,2,95,101,98,103,3,98
CCOC(=O)c1[nH]c(C)c(/C(O)=C2\C(=O)C(=O)N(CCCn3ccnc3)C2c2ccncc2)c1C (centres undefined),33,2,98,94,103,107,5,107
CC(=O)CC(=O)Nc1ccc(Nc2ccccc2)cc1,7,0,96,95,100,104,7,93
CN(CCCn1c(=S)[nH]c2ncccc2c1=O)Cc1ccccc1,16,1,104,104,105,103,-31,101
C=CCNC(=O)COC(=O)COc1ccc(Cl)cc1C,-5,0,100,96,97,102,-13,95
CCCc1nnc(SCC(=O)N2CCOCC2)n1C,-6,2,104,107,98,108,1,106
CCCc1cc(=O)oc2c3c(c4c(c12)OC(C)(C)C=C4)OC(C)C(C)C3O (centres undefined),22,0,97,104,96,102,34,92

# Fetched by structure from the entries so far, five records:
SMILES,VLA-4 inh,GRK2 inh,AGP1 TOR yeast,LAP4-GFP MLPCN,RPL19A TOR yeast,MEP2-GFP yeast,GASC-1 inh,CIT2 TOR yeast
CCCc1nnc(SCC(=O)N2CCOCC2)n1C,-6,2,104,107,98,108,1,106
CCOC(=O)c1[nH]c(C)c(/C(O)=C2\C(=O)C(=O)N(CCCn3ccnc3)C2c2ccncc2)c1C (centres undefined),33,2,98,94,103,107,5,107
CN(C)S(=O)(=O)c1cccc(C(=O)Nc2cc3c(cc2C(=O)O)OCCCO3)c1,9,0,105,98,106,111,0,107
COc1cccc(CN2CCN(C3CSCCSC3)CC2CCO)c1 (centres undefined),-6,1,105,104,101,96,-4,95
CCOc1ccccc1CN1CCN(C2CCN(c3ccccc3F)CC2)CC1CCO (centres undefined),30,0,100,95,101,102,-7,102

# Sorted by the number under GASC-1 inh (smallest number first): three from the list above
SMILES,VLA-4 inh,GRK2 inh,AGP1 TOR yeast,LAP4-GFP MLPCN,RPL19A TOR yeast,MEP2-GFP yeast,GASC-1 inh,CIT2 TOR yeast
CN(CCCn1c(=S)[nH]c2ncccc2c1=O)Cc1ccccc1,16,1,104,104,105,103,-31,101
C=CCNC(=O)COC(=O)COc1ccc(Cl)cc1C,-5,0,100,96,97,102,-13,95
O=C(c1ccc2c(c1)N(Cc1ccccc1)C(=O)c1ccccc1S2)N1CCCC1,-7,0,102,103,100,102,-5,108

# Going on with the list.
SMILES,VLA-4 inh,GRK2 inh,AGP1 TOR yeast,LAP4-GFP MLPCN,RPL19A TOR yeast,MEP2-GFP yeast,GASC-1 inh,CIT2 TOR yeast
O=C(O)C(Cc1c[nH]c2ccccc12)N1C(=O)C2C3c4ccccc4C(c4ccccc43)[C@@H]2C1=O (some centres undefined),1,2,103,103,103,116,4,108
Clc1ccc(CN2CCN(c3ncccn3)CC2)cc1Cl,4,20,96,88,99,103,7,99
COc1ccc(C(=O)N2CCc3cc4c(cc3C2C)OCCCO4)cc1 (centres undefined),-4,0,96,100,94,100,4,98
Cc1sc(NC(=O)c2ccc(Br)s2)c(C(N)=O)c1C,-4,1,96,105,96,100,1,94
CN1CCN(c2ncccc2S(=O)(=O)N2CCCCC2)CC1,-1,0,110,104,107,103,0,105
C=CCNC(=S)N/N=C(\C)c1ccc(-n2ccnc2)cc1,40,0,100,96,101,100,4,98
CN(CCOc1ccc(Cl)cc1)CC(=O)Nc1ccc(OC(F)(F)F)cc1,5,0,91,97,103,108,-20,92
Cc1ccc(NS(=O)(=O)c2ccccc2Cl)c2c1CC(C)(C)O2,11,5,102,104,102,109,34,107
Brc1ccc(-c2nnc(-c3cccc(Br)c3)o2)cc1,11,3,99,99,97,101,-9,102
CS(=O)(=O)N1CCN(c2ccccc2NC(=O)c2ccc3ccccc3c2)CC1,0,1,93,94,94,92,-3,96
CCCc1cc(C(=O)Nc2cnn(Cc3ccc(F)cc3)c2)no1,4,1,97,110,97,92,1,90
Fc1ccc2nc(N3CCCCC3)sc2c1,0,4,.,93,89,98,10,88
c1ccc(-c2nc(C3CCCCC3)c3ccccc3n2)cc1,-15,3,92,142,101,93,7,129
COC(=O)c1ccc2c(=O)[nH]c(COC(=O)c3[nH]c(C)c(C(C)=O)c3C)nc2c1,-3,0,99,92,100,107,3,101
Nc1c2c(nn1-c1ccc(C(=O)O)cc1)CNC2,2,0,98,87,104,109,-5,101
O=C(/C=C/c1ccc(Cl)cc1Cl)Nc1cccc(S(=O)(=O)NC2=NCCC2)c1,10,0,92,96,95,93,1,88
CC(C)C(C)NC(=O)COc1ccc(OCc2ccccc2)cc1 (centres undefined),13,1,101,94,99,106,-1,104
COc1ccc(-n2ncc3c2CC(C)(C)CC3NC(=O)CCn2cncn2)cc1 (centres undefined),-2,2,83,66,98,100,14,109
CCOC(=O)C1=NOC(CN(c2ccccc2)S(=O)(=O)c2ccc(Cl)cc2)C1 (centres undefined),-16,2,103,97,101,104,5,100
FC(F)(F)c1ccccc1-c1nc(-c2ccncc2)no1,13,0,94,93,110,106,-4,116
Cc1cccc(OCCNc2cc(N3CCOCC3)ccc2[N+](=O)[O-])c1,-10,0,113,109,105,106,0,109
Nc1cc(=O)[nH]c(SCc2ccccc2Cl)n1,1,4,98,90,97,96,4,95
COc1cc2c(cc1OC)C(C)N(C(=O)CCN1C(=O)C3C4C=CC(C4)C3C1=O)CC2 (centres undefined),-10,0,98,90,98,102,4,99
NS(=O)(=O)c1ccc(NC2(C(=O)O)CCCC2)cc1,7,0,98,89,100,101,0,98
CN(C)C(=O)c1ccc(NC(=O)CC2SC(N3CCCC3)=NC2=O)cc1 (centres undefined),2,1,102,109,100,98,-1,91

# New compounds follow:
SMILES,VLA-4 inh,GRK2 inh,AGP1 TOR yeast,LAP4-GFP MLPCN,RPL19A TOR yeast,MEP2-GFP yeast,GASC-1 inh,CIT2 TOR yeast
O=C(Nc1ccc(N2CCOCC2)c(Cl)c1)c1ccc(S(=O)(=O)N2CCOCC2)cc1,-1,1,105,94,98,96,-3,99
CCC(CC)C(=O)NCc1ccc(Cl)cc1,0,0,107,107,97,96,27,106
O=C(Cn1ncc2c3ccccc3n(Cc3ccc(F)cc3)c2c1=O)N1CCN(c2ncccn2)CC1,13,2,105,101,103,96,81,104
CC1(C)C=C(c2ccc(C=O)s2)CC(C)(C)N1,-1,5,102,104,106,100,-15,99
CCS(=O)(=O)N1CCCC(C(=O)NCc2ccc3c(c2)OCO3)C1 (centres undefined),1,0,105,101,101,101,-14,104
O=C(O)c1ccc(NC(=O)C2C3CCC(O3)C2C(=O)O)cc1 (centres undefined),-1,0,92,95,104,101,-3,97
CCOC1=C/C(=C/c2c(N)n3nc(CC(=O)N4CCCC4)sc3nc2=O)C=CC1=O,-11,2,102,86,106,113,-1,126
CC(C)(C)C(O)CN1CCCC1 (centres undefined),2,0,102,103,101,102,-21,106
CCCN1C2=NCCN2c2cc(C)c(C)cc21,-2,0,108,100,106,102,.,106
Cc1ccc(NC(=O)COc2ccccc2CNC(C)(C)CC(C)(C)C)cc1,4,0,112,110,110,113,-13,115
CC1Sc2ccc(S(=O)(=O)CCC(=O)Nc3cc(F)ccc3F)cc2NC1=O (centres undefined),14,0,104,118,99,108,-4,102
Cc1cc(C)c(NC(=O)CN(C)C(=O)C2CC(=O)N(c3cccc4ccccc34)C2)c(C)c1 (centres undefined),3,3,110,101,103,104,.,101
COc1ccc(Nc2nc(Cl)nc(Nc3ccc(OC)cc3)n2)cc1,2,1,81,85,83,94,-12,.
N#CC1(NC(=O)CN2C(=O)NC(Cc3c[nH]c4ccccc34)C2=O)CCCCC1 (centres undefined),3,0,101,92,101,100,1,105
O=[N+]([O-])c1ccc(-c2nc(Nc3ccc(O)cc3)c3ccccc3n2)cc1,26,0,104,111,108,113,4,101
O=C(O)c1cc(-c2cccnc2)nc2ccccc12,11,0,107,108,100,103,-8,101
COc1ccc(C2=NS(=O)(=O)N(C)C(C(=O)N3CCN(C)CC3)=C2)cc1,-1,0,105,107,100,98,11,112

# An excerpt of these results, with two lines to a compound:
# Below each compound: VLA-4 inh | GRK2 inh | AGP1 TOR yeast | LAP4-GFP MLPCN | RPL19A TOR yeast | MEP2-GFP yeast | GASC-1 inh | CIT2 TOR yeast
C=CCNC(=S)N/N=C(\C)c1ccc(-n2ccnc2)cc1
→ 40 | 0 | 100 | 96 | 101 | 100 | 4 | 98
CN(CCOc1ccc(Cl)cc1)CC(=O)Nc1ccc(OC(F)(F)F)cc1
→ 5 | 0 | 91 | 97 | 103 | 108 | -20 | 92

# Bioassay records as filed in PubChem BioAssay.

# Outcome played no part in choosing rows; overall some 1.7% were active at least once.
